High-throughput results: PubChem, several laboratories
DAX1 inh-1: inhibitors of DAX1 repression of SF-1 activated StAR promoter; HEK293T StAR-luciferase reporter, SF-1/DAX-1 repression relief; inhibition, % at 6.8 µM; 370,000 compounds, 1.1% hits; AID 652010;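 active = inhibition above the mean over all tested compounds plus 3 SD, cut at about 3.6% in these data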;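 also: 0% = DAX-1 cells with DMSO and 100% = cells lacking DAX-1 with DMSO; higher inhibition means more luminescence from relief of DAX-1 repression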
hcDAF12 agonist: H. contortus DAF-12 activation, primary screen; HEK293 hcDAF-12 lit1-tk-luc reporter, luminescence; 0% DMSO, 100% Δ7-dafachronic acid; activation, % at 6.8 µM; 370,000 compounds, 1.4% hits;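 active = activation above the mean of all tested compounds plus 3 SD, cut at about 5.5% in these data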;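 also: 100% = response to 3 µM Δ7-dafachronic acid high control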
proKLK7 act: activators of human kallikrein-7 zymogen; 370,000 compounds, 0.9% hits; activation, % at 7 µM; P49862; purified proKLK7, EDANS-DABCYL substrate fluorescence; 100% is mature enzyme control, 0% vehicle;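 active = activation above the mean of all tested compounds plus 3 SD, computed per campaign excluding outliers beyond control limits, cut at about 13% in these data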
Target sequence (P49862 whole entry, looked up): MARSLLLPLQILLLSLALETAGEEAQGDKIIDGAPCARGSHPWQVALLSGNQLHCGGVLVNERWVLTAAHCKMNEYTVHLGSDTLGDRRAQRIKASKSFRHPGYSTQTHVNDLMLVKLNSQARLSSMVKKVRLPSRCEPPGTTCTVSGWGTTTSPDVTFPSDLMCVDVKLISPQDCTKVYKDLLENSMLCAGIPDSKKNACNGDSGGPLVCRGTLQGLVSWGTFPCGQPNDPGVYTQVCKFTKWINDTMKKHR
hgDAF-12 ag: agonists of H. glycines DAF-12 nuclear receptor | HEK293 GAL4-hgDAF12 UAS-luciferase reporter, agonist luminescence; normalized to butyrate control | activation, % at 6.8 µM | 370,000 compounds, 1.8% hits | AID 687014;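 active = activation above a cutoff set at the mean of all screened compounds plus 3 SD, cut at about 10% in these data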;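 also: 0% = DMSO wells and 100% = sodium butyrate wells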
sPLA2-III inh: Inhibits HGIII-sPLA2 liposome hydrolysis, primary screen | Q9NZ20 | QFRET BODIPY PC-A2 liposome hydrolysis, fluorescence | inhibition, % at 12.2 µM | 370,000 compounds, 0.56% hits;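 active = inhibition above mean plus 3 SD of compounds lying within the high and low control bounds, cut at about 19% in these data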;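 also: 0% = median of test compound wells and 100% = no enzyme DMSO wells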
Target sequence (Q9NZ20 whole entry, looked up): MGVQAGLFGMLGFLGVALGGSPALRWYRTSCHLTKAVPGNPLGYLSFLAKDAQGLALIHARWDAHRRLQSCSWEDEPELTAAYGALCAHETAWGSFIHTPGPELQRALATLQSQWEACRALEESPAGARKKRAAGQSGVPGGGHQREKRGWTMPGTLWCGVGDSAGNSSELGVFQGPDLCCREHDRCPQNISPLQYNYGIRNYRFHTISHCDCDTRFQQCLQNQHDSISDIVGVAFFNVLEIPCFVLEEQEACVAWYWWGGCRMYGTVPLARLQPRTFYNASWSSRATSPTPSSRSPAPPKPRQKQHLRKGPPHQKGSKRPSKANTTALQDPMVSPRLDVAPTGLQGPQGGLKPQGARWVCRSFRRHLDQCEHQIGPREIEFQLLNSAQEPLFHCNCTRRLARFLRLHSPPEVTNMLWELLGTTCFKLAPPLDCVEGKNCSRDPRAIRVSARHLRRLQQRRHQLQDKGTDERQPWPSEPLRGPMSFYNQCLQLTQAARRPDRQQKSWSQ
ssDAF12 agonist: activates DAF-12 receptor from parasite S. stercoralis; HEK293 ssDAF-12/GRIP1 lit1-tk-luc reporter, luminescence; % of 3 µM dafachronic acid response; activation, % at 6.8 µM; 370,000 compounds, 1% hits; AID 652126;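 active = activation above the mean over all tested compounds plus 3 SD, cut at about 0.9% in these data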;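 also: 0% = DMSO-only wells and 100% = 3 µM delta7-dafachronic acid wells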
NPR1 activator: GC-A (human) enzyme activation; P16066; HEK293 GC-A cells, cGMP TR-FRET, EC30 ANP; 0% at EC30 ANP, 100% saturating ANP; activation, % at 10 µM; 370,000 compounds, 0.14% hits; in the data active = activation above about 40%
SMARCA2 activ: activators of SMARCA2 function; MG213 cells, MMTV-luciferase reporter, dexamethasone, overnight; activation, % at 9.1 µM; 370,000 compounds, 1% hits; in the data active = activation above about 7.8%;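 also: 0% = vehicle wells and 100% = reference activator wells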
DAX1 inh-2: inhibitors of human orphan nuclear receptor DAX1 (NR0B1). P51843. HEK293 Gal4-DAX1 luciferase reporter, luminescence. inhibition, % at 6.75 µM. 340,000 compounds, 0.99% hits. AID 504766;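 active = inhibition above the mean over all tested compounds plus 3 SD, cut at about 4.2% in these data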;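 also: 0% = DAX1-transfected cells with DMSO and 100% = empty-vector control cells with DMSO; inhibition shows as a rise in luminescence from relieved DAX1 repression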
Target sequence (P51843 207-470 limits assumed): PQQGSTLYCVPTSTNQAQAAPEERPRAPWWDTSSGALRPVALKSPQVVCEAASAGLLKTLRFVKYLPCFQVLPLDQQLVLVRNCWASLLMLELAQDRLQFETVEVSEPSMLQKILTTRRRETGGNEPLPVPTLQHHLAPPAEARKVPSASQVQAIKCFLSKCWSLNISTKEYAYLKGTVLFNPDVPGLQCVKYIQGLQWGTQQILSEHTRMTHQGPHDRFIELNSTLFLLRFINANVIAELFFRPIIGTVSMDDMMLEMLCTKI
GC-B act: GC-B (human) receptor activation. P20594. activation, % at 10 µM. HEK293-GC-B cells, CNP EC30, cGMP TR-FRET; 0% at EC30 CNP, 100% saturating CNP. 370,000 compounds, 0.11% hits;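 active = activation at 10 µM reaching about 35% in either raw or pattern-adjusted values, limit read from the data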
FXN GAA850 act: increases GAA850 frataxin promoter reporter activity; 360,000 compounds, 0.56% hits; HEK293 lucGAA850 FXN promoter luciferase reporter, 24 h; percent of 10 µM SAHA response; activation, % at 6 µM; AID 540364;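 active = activation above the average of all compounds screened plus 3 SD, cutoff fixed separately per campaign, cut at about 7.5% in these data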;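 also: 0% = DMSO wells and 100% = 10 µM SAHA wells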
Numbers without * were called inactive; / = not tested or not shown.

SMILES | DAX1 inh-1 | hcDAF12 agonist | proKLK7 act | hgDAF-12 ag | sPLA2-III inh | ssDAF12 agonist | NPR1 activator | SMARCA2 activ | DAX1 inh-2 | GC-B act | FXN GAA850 act
Cn1cccc1Cc1nnc(SCC(=O)Nc2ccccc2F)n1CCc1ccccc1 | 0.2 | -3.2 | 0.5 | -2.3 | -29.3 | -1.2 | -4.5 | -1.2 | 3.7 | -3.3 | -0.8
CCc1ccc(N(CC(=O)NC2CCCCC2)C(=O)CNC(=O)c2ccco2)cc1 | -0.2 | -1.4 | 0.1 | 0.2 | -3.6 | -1.1 | -2.2 | 0.7 | -0.3 | 5.6 | 1.6
CCS(=O)(=O)Nc1ccc(C2=NN(S(=O)(=O)CC)C(c3cccs3)C2)cc1 (stereo not given) | 0.1 | -1.7 | -8.6 | 1.3 | 1.3 | -1.2 | -3.3 | -1.6 | 0.9 | -0.7 | 0.8
CC(C)(C(=O)c1ccccc1)/[N+]([O-])=C/c1ccccc1 | -0.5 | -1.9 | -0.3 | 1.9 | -2.6 | -0.8 | -0.3 | 6.1 | -0.1 | 5.7 | -0.1
COc1ccc(C(=O)CN2C(=O)NC3(CCc4ccccc43)C2=O)cc1 (stereo not given) | 1.6 | -0.8 | 0.6 | -1.8 | -2.9 | -0.8 | 3.0 | -4.2 | 0.8 | 3.8 | -2.0
Cc1nc(N2CCOCC2)c2c(C)c(C(=O)Nc3ccc(F)cc3F)sc2n1 | 0.3 | -1.3 | 0.1 | 1.1 | 7.8 | -1.6 | 9.1 | -3.4 | 1.4 | -6.3 | -1.3
O=C(c1ccccc1-c1nc(-c2ccccc2)no1)N1CCOCC1 | -0.9 | 0.5 | -0.1 | 5.3 | 1.7 | -1.2 | 4.2 | -0.1 | -0.5 | -1.3 | 2.4
CCOC(=O)Nc1cc(OC)c(OC)cc1Cc1nccc2cc(OC)c(OC)cc12 | -0.2 | -1.0 | -0.2 | -1.7 | -5.8 | -1.3 | 3.9 | -0.7 | 1.4 | 4.8 | 3.7
COc1ccc(CNCC#Cc2ccc(C)cc2)c(OC)c1 | -0.7 | -1.8 | 0.1 | -3.5 | -0.3 | -1.4 | -5.4 | 1.3 | / | -5.5 | /
CCC(Sc1ccc(Cl)cc1)C(=O)Nc1nnc(-c2cccc([N+](=O)[O-])c2)s1 (stereo not given) | 0.6 | 1.9 | 0.7 | -3.4 | -4.8 | -0.3 | 0.3 | 0.7 | 2.5 | -5.8 | -0.7
N#Cc1ccc2[nH]cc(C3c4cc(F)ccc4C=C(c4ccsc4)N3c3ccc(C#CCCO)cc3)c2c1 (stereo not given) | -0.8 | -1.1 | -0.6 | -0.3 | 2.1 | -0.9 | 0.4 | -3.8 | / | -3.5 | /
CCOc1ccc(C(C)=O)cc1CN1C(=O)NC(C)(C2CC2)C1=O (stereo not given) | -0.5 | -1.7 | 0.0 | -1.8 | 0.3 | -1.7 | -0.7 | -2.6 | -0.4 | -1.7 | 0.3
CCC(O)(CCN1CCCCC1)c1ccccc1 (stereo not given) | 0.4 | -0.3 | -0.3 | -2.0 | 1.2 | -1.1 | 5.4 | 1.3 | 0.3 | -0.8 | 0.4
COC(=O)c1ccc(C(c2c(N)n(Cc3ccccc3)c(=O)n(C)c2=O)N2CCOCC2)cc1 (stereo not given) | 1.0 | -2.1 | 0.0 | -1.9 | 7.6 | -1.4 | 2.3 | -2.2 | 1.0 | 0.5 | 0.3
CN1CCN(CCCNC(=O)c2ccc(Cn3c(=S)[nH]c4ccc(Br)cc4c3=O)cc2)CC1 | 2.1 | -1.6 | -0.5 | -1.3 | 7.1 | -1.9 | 3.6 | -0.8 | -0.3 | 4.0 | 1.4
C#CCN1CC(COc2ccccc2)Oc2cccc(Oc3ccc(SC)c(C)c3)c2S1(=O)=O (stereo not given) | 2.9 | 1.2 | 0.1 | 1.2 | 7.3 | 0.1 | -0.3 | -3.7 | / | -0.8 | /
C=CC1=C(C(=O)O)N2C(=O)C(NC(=O)Cc3ccccc3)C2SC1 (stereo not given) | 0.1 | 0.3 | 0.1 | 2.9 | -7.7 | -1.6 | 0.8 | -1.2 | 0.0 | -0.5 | 6.6
CCCc1n(CC)c2ccccc2[n+]1CC(O)COC1CCCCC1 (stereo not given) | -0.9 | -1.3 | -0.3 | 0.9 | 12.4 | -2.2 | 2.2 | -5.3 | -0.7 | -0.8 | 1.6
Cc1ccc(C)c(NC(=O)c2c(Cl)nc3ccccn23)c1 | 0.0 | -1.8 | 0.2 | -0.9 | 0.7 | -0.9 | -0.2 | 1.3 | -0.5 | -1.6 | 1.0
CC(=O)c1sc(NC(=O)c2cc(S(=O)(=O)N3CCOCC3)ccc2F)nc1C | -2.5 | 1.4 | -0.7 | -0.1 | 0.2 | -0.8 | 2.5 | -0.5 | 0.1 | 3.3 | -1.0
O=C(N/N=C/c1c[nH]c2ccccc12)c1ccccc1O | 0.6 | 3.8 | -1.1 | 6.6 | 7.3 | -0.2 | -2.6 | 3.0 | 0.4 | -6.3 | 3.6
Cc1cccc(-c2n[nH]c(S(C)(=O)=O)c2C#N)c1 | 0.3 | -1.2 | 0.0 | 4.2 | -10.7 | -0.2 | 6.7 | -2.9 | 1.2 | -5.5 | 1.7
O=C(Nc1ccccc1)c1cccc(S(=O)(=O)Oc2ccc([N+](=O)[O-])cc2)c1 | 0.4 | -1.2 | 0.1 | 2.5 | -24.1 | -1.1 | -8.3 | 2.9 | -0.8 | 0.7 | -1.0
CC(C)c1ccc(OCC(=O)NNC(=S)NC(=O)C2CC2)cc1 | 1.0 | 0.6 | 0.4 | -1.9 | 15.3 | -1.3 | 0.0 | -2.4 | -1.7 | -2.1 | 0.7
CC(C)(C)NC(=O)COC(=O)Cc1ccc(Cl)cc1 | 0.0 | -1.5 | -0.1 | 0.2 | -1.6 | -1.4 | 0.3 | 2.5 | 2.4 | -1.0 | 0.4
COc1cc(NC(=O)c2ccc(COCC(F)(F)F)cc2)cc(OC)c1OC | -0.3 | -1.1 | 0.5 | -2.8 | -5.8 | -1.1 | -5.8 | -2.3 | 0.0 | -8.2 | 0.8
C=CCN(C(=O)C1CC(=O)N(C2CCCC2)C1)c1nc(-c2ccc(S(C)(=O)=O)cc2)cs1 (stereo not given) | -5.6 | -1.3 | 3.3 | -3.0 | -10.8 | -2.0 | 3.6 | -2.8 | -2.5 | 4.5 | -2.3
CNC(=O)c1ccsc1NC(=O)c1ccccc1 | -0.8 | -1.6 | 0.2 | 3.2 | 1.9 | -1.2 | -3.2 | 1.2 | 0.7 | 2.7 | 3.0
COc1ccc(C)cc1-n1nnnc1SCC(=O)N1CCC(C(=O)Nc2nccs2)CC1 | -0.5 | 1.0 | -0.3 | 0.3 | -12.5 | -2.0 | 1.5 | -3.9 | -0.2 | -3.0 | -2.9
CCOC(=O)N1CCC(NC(=O)c2cc(S(=O)(=O)N3CCCC3)cn2C)CC1 | -0.2 | -1.5 | -0.9 | -1.1 | -2.5 | -1.2 | 3.4 | 3.3 | 0.8 | 1.7 | 0.1
Cc1ccc(CC(CC(=O)O)C(=O)Nc2ccc(Cl)cc2)cc1 (stereo not given) | 0.2 | -1.3 | 0.1 | 0.0 | -6.1 | -1.2 | 1.8 | -2.2 | -1.1 | -2.2 | -0.2
COc1ccc(C2=CC(=O)CC(c3ccc(F)cc3)C2)cc1 (stereo not given) | -0.5 | -3.2 | 0.1 | 1.2 | -17.7 | -1.4 | -1.2 | 0.0 | 0.3 | -0.9 | 0.5
Cc1ccc(C)c(NC(=S)NNC(=S)Nc2ccc(C(C)C)cc2)c1 | 1.0 | 0.9 | 0.0 | 6.4 | -2.8 | -0.6 | 0.5 | -2.5 | 1.6 | 4.7 | 2.6
O=C(CN1CCCCC1)NCCNC(=O)CN1CCCCC1 | 0.8 | -1.7 | -0.1 | 1.2 | -1.8 | -1.0 | 0.8 | 5.0 | 1.1 | -3.6 | -1.9
COc1ccc(C(N)c2csc(Nc3ccc(C(F)(F)F)cn3)n2)cc1 (stereo not given) | -0.7 | 1.6 | 0.0 | -0.5 | -1.5 | -1.2 | -0.7 | -3.9 | / | -0.8 | 1.5
O=C(Nc1ccc2nc(C(F)(F)F)[nH]c2c1)[C@@H]1O[C@H](CO)[C@@H](O)[C@H]1O | 0.9 | -1.3 | -0.4 | -4.1 | 16.9 | -0.7 | 5.0 | -1.7 | / | -2.8 | 0.5
Cc1nc2ccccc2c(N)c1C(=O)/C=C/c1ccccc1 | -1.3 | -2.2 | -0.1 | -2.1 | 5.6 | -2.0 | -2.3 | -4.3 | -4.5 | -7.9 | -4.3
CCCC1O[C@@H]2C[C@H]3[C@@H]4CCC5=CC(=O)C=C[C@]5(C)[C@H]4[C@@H](O)C[C@]3(C)[C@]2(C(=O)CO)O1 (stereo not given in full) | 2.2 | 2.6 | 0.3 | -6.9 | 0.4 | -1.2 | -2.3 | -2.9 | 1.9 | -4.7 | 1.5
Cc1ccccc1C(=O)NNC(=S)NC(=O)c1cccs1 | -0.4 | 1.1 | 0.4 | 1.9 | 33.8* | -1.0 | 1.1 | -0.8 | 0.2 | 2.0 | 0.1
Cc1cc(O)c2c(c1)C(O)(C1OC(CO)C(O)C(O)C1O)c1cccc(O)c1C2=O (stereo not given) | -0.4 | -0.3 | 0.7 | 1.2 | 5.1 | -1.7 | 2.4 | 1.2 | -0.4 | -2.3 | -1.0
CCCCc1c(-c2ccccc2OC)ncn1CCc1cccc(Cl)c1 | -0.8 | -2.4 | -0.6 | 3.7 | -19.0 | -1.2 | -23.3 | -7.3 | / | -17.7 | /
COc1ccc(CCNC(=O)C2CCN(S(=O)(=O)N3CCC4(CC3)OCCO4)CC2)cc1OC | -0.2 | -0.2 | -0.1 | -2.9 | 17.3 | 0.3 | 2.0 | -3.6 | -0.3 | 0.1 | -1.5
Cc1ccc2nc3c(nc2c1C)C(O)=C3O | -0.5 | 1.7 | -1.4 | -0.3 | -5.5 | 0.2 | 0.5 | -3.1 | 0.8 | -1.3 | -0.1
Cc1ccccc1C(=O)NC(=S)NC1CCSC1=O (stereo not given) | -0.1 | 1.7 | -0.6 | 0.6 | 7.7 | -0.7 | 0.5 | -2.2 | 0.6 | 0.6 | 1.9
S=C1NCN(Cc2ccco2)CN1CCc1ccccc1 | 0.1 | -0.9 | 0.2 | 1.9 | 16.2 | -0.8 | -0.8 | -2.6 | -0.8 | 3.1 | 0.8
CCOC(=O)C1CCN(C(=O)C2CCCN(S(=O)(=O)c3ccc(OCC)c(Cl)c3)C2)CC1 (stereo not given) | -5.1 | -3.5 | -0.1 | -5.2 | -15.9 | -2.1 | 1.0 | -6.9 | -2.6 | 6.0 | -1.3
O=S(=O)(NCc1nc(-c2ccccc2)no1)c1ccc(F)cc1 | -0.8 | -1.2 | -0.3 | -1.1 | -14.8 | -1.6 | 0.8 | -1.1 | -0.3 | 4.0 | 0.0
COc1ccccc1Cc1c(-c2ccc(Cl)cc2)nc2ccc(Cl)cn12 | 2.6 | 0.1 | -1.2 | 6.5 | -6.4 | -0.2 | 7.1 | 4.4 | / | -7.1 | /
